Screening data from PubChem BioAssay.
TTR transcr act: increases transthyretin transcription; SH-SY5Y TTR promoter Gaussia luciferase, luminescence; 100% = recombinant luciferase protein wells; activation, % at 16.7 µM; 92,000 tested, 1.3% active; AID 1117267;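 active = activation above the mean of all tested compounds plus 3 SD, cut at about 9.5% in these data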;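 note: cells exposed to compounds for one day before reading; 0% = median of all test compound wells on the plate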
Starred values were filed as active, the others as inactive. A portion of the library (hit frequency here may not be typical).

Molecule,TTR transcr act
COc1ccc(C(=O)O/N=C(/c2ccccc2)c2ccncc2)cc1,-0.7
COc1ccc(CN2CCOCCOCCOCC2)cc1,0.7
O=C1CC(N2CCCCCC2)C(=O)N1c1ccc2c(c1)OCO2 (stereo not given),3.8
O=C(NCCCO)C(=O)Nc1ccc2c(c1)N(S(=O)(=O)c1cccs1)CCC2,0.0
N/C(Cc1ccc(Cl)cc1Cl)=N\OC(=O)Cc1cccs1,-0.4
O=S1(=O)c2c(cccc2N2CCC[C@H]2CO)OCCCN1C1CC1,-0.2
COc1ccc(OC)c(N(CCN2C(=O)c3ccccc3C2=O)C(=O)C2CCC(=O)C2C)c1 (stereo not given),0.6
CC(C)[C@@H](C(=O)NCC1CCCO1)N1C(=O)N2CCc3c([nH]c4ccccc34)[C@@]2(C)C1=O (stereo not given in full),-0.8
Cc1ccc(N2C(=O)[C@@H]3C(C(=O)CN4C(=O)c5ccccc5C4=O)=NN[C@@H]3C2=O)c(C)c1,0.8
CCCCCCCCCC[n+]1cccc(C(=O)N(CC)CC)c1,0.0
CC(NCc1ccc2c(c1)OCO2)C(=O)N1CCc2ccccc21 (stereo not given),0.7
CC(C)c1nc(Cl)c(C#N)c2c1CSC(C)(C)C2,-0.4
CCOc1cc(C(=O)N2CCCC2)cc(OCC)c1OCC,-1.8
COC(=O)c1ccccc1NC(=O)CSc1[nH]c(=O)cc(C)c1C#N,5.2
O=C(NCC1CCCCC1)c1[nH]c(C(F)(F)F)nc1-c1ccccc1,2.3
Cn1c(=O)c2c(nc(N3CCOCC3)n2C/C=C/c2ccccc2)n(C)c1=O,-1.8
O=C(COC(=O)c1ccc(Cl)nc1)Nc1cc(S(=O)(=O)N2CCOCC2)ccc1Cl,0.6
CC1CCN(Cc2nnnn2CCCC(=O)NCCN2CCOCC2)CC1,2.9
O=C(Nc1ccccc1N1CCOCC1)C1CCN(S(=O)(=O)c2ccccc2F)CC1,1.6
Nc1ccc(OCc2ccccc2)cc1[N+](=O)[O-],3.7
O=c1cc(C(F)(F)F)[nH]c2ccc(OC(F)(F)F)cc12,-2.0
CCOc1ccc(NC2=NCC(=O)N2Cc2cccs2)cc1,4.4
CC(=O)c1c(C(C)=O)c(C)n(C(c2ccccc2)c2ccccc2)c1C,-0.2
Cc1ccccc1NC(=O)OCc1cccnc1Sc1ccc(Cl)cc1,3.8
Clc1ccc(SCc2cc(-c3ccccc3)on2)cc1,4.1

Continued:
Molecule,TTR transcr act
COc1c2c(nc3occc13)C(CC=C(C)C)(OC)C(=O)C=C2 (stereo not given),-0.6
O=C(CCCn1nnnc1CN1CCOCC1)N1CCC(c2ccccc2Cl)C1 (stereo not given),-1.0
Cc1ccc(O)c(N=Nc2nccs2)c1,-1.8
Cc1ccc(S(=O)(=O)Nc2cc(=O)[nH]c(SCC(=O)Nc3ccccc3Cl)n2)cc1,2.8
COc1ccc(/C=N/NC(=O)c2cccc(OC(F)(F)C(F)F)c2)c(OC)c1OC,0.8
Cc1cc(C)n(CC(=O)NC2CCCN(Cc3ccc(Cl)cc3)C2)n1 (stereo not given),2.2
Cc1ccc(NC(=O)c2ccc(OC(=O)c3cc4ccccc4o3)cc2)cc1,-1.7
CCOC(=O)N1CCN(C(=O)C[C@H]2C[C@@]3(C(=O)OC)C(=C[C@H](C(C)C)O[C@@H]3C3CC3)N(Cc3cccc4ccccc34)C2=O)CC1,-0.8
COc1ccc(OC)c(NC(=O)CSc2nncc(=O)n2N)c1,0.0
O=c1[nH]c2cc3c(cc2cc1C(c1nnnn1C1CCCCC1)N1CCSCC1)OCCO3 (stereo not given),1.4
CCC(C)NC(=O)C1(C)CCC(=O)N1Cc1ccccc1OC (stereo not given),0.0
COc1ccc(CCN=C(N)NS(=O)(=O)c2ccc(C)c(C)c2)cc1OC,0.7
CCCC1CCC2(CCCN2CCOC(=O)NCc2ccccc2)CC1 (stereo not given),0.8
CC1(C)CC(=O)N(CC(=O)O)c2ccccc2S1,0.5
O=C(c1ccco1)N1CCN(c2nc(C(F)(F)F)nc3c2nnn3Cc2ccccc2)CC1,-5.4
CCN(CC)S(=O)(=O)c1cccc(C(=O)Nc2sc3c(c2C(N)=O)CCCC3)c1,-1.0
Cc1ccc(NC(=O)C2CCCN2S(=O)(=O)c2cccc3cccnc23)c(C)c1 (stereo not given),0.1
COc1ccc(OC)c(C(=O)Cn2nnc3ccccc3c2=O)c1,-1.7
Cc1c(C(=O)N2CCc3ccccc3C2)oc2ccc(S(=O)(=O)N3CCCCCC3)cc12,0.7
CC(C)Oc1ccc(C(=O)N2CCCc3ccccc32)cc1,1.4
C/C(=N\NC(=O)c1cccc(Br)c1)c1cccc(NC(=O)c2ccc(C)o2)c1,-2.3
C=CCNCCCOc1ccc(Cl)cc1C(C)(C)C,-0.4
CNc1ncc(-c2nnnn2-c2ccccc2)c(-c2ccccc2)n1,-0.4
COc1ccc(Cn2ccc3ccc(-c4ccc5ccn(Cc6ccccc6C)c5c4)cc32)cc1,2.5
CC(C)Cn1cc(C(=O)N2CCN(c3ccccn3)CC2)c2c3ccccc3n(C)c2c1=O,-1.5

(listing goes on)
Molecule,TTR transcr act
Cc1cc(C)c(C)c(OC(=O)c2sc(Cl)nc2C)c1,-0.9
CN(C)S(=O)(=O)c1ccc(Cl)c(NC(=O)COC(=O)C2CCCO2)c1 (stereo not given),1.7
CCCCN(C)S(=O)(=O)c1ccc(C(=O)Nc2nnc(CSC)o2)cc1,-0.5
C/C=C/c1ccc(OCCOc2cccc3cccnc23)c(OC)c1,-3.3
COc1ccc(NC(=O)CCCCCN2C(=O)CCC2=O)cc1Cl,2.7
CC(=O)c1cccc(NC(=S)NC(=O)c2ccc(C)cc2Cl)c1,4.1
O=C(O)CC1(CC(=O)Nc2ccccc2N2CCOCC2)CCCC1,1.5
Cc1cc(C(=O)Nc2sc(C)c(-c3ccc(F)cc3)c2C(N)=O)no1,2.9
CC(C)(C)c1cc(CCC(=O)NCc2ccccn2)cc(C(C)(C)C)c1O,-0.1
CNC(=O)Nc1cccc(-c2ccnc(C)n2)c1,-1.2
C=CCN(CC=C)S(=O)(=O)c1ccc(C(=O)Nc2nnc(CSC)o2)cc1,-0.5
C/C=C/c1ccc(OC(C)=O)c(OC)c1,-2.5
CCOc1ccc(C(=O)NC(=S)Nc2cc(C)ccn2)cc1[N+](=O)[O-],-1.0
Nc1cccc(NC(=O)c2ccco2)c1,0.1
Cc1ccc(-c2nc3[nH]c(=O)cc(NC(=O)c4cccs4)n3n2)cc1,-0.7
COc1ccc(/C=C/c2nc(C)c(-c3ccccc3)c(=O)[nH]2)cc1OC,-0.7
Clc1cc2nc[nH]c2cc1Cl,5.2
Cc1cc([N+](=O)[O-])nn1CCCC(=O)Nc1cc(Cl)ccc1Cl,14.4*
Cc1nn(C)c(C(=O)Nc2cccc(CN3CCOCC3)c2)c1Br,-1.3
Cc1noc(C)c1C(=O)OCC(=O)NCc1ccc(Cl)cc1,2.3
CCOc1ccc(CCN2C(=S)N([C@@H](CC(C)C)CN3CCCC3CN3C(=S)NC[C@@H]3Cc3ccc(O)cc3)C[C@@H]2Cc2ccc(O)cc2)cc1 (stereo not given in full),-1.0
CN(C)C(C)(C)C#CC(O)(c1ccccc1)c1ccccc1,4.6
Cc1cc(C)n(-c2ccc3nnc(C)n3n2)n1,1.6
NC(=O)CC(NC(=O)Cc1ccc(Cl)cc1)c1ccc(N2CCN(c3ccccn3)CC2)c([N+](=O)[O-])c1 (stereo not given),-1.4
Cc1nc(N2CCN(C(=O)c3ccco3)CC2)[nH]c(=O)c1C,5.3

Remaining list, next part.
Molecule,TTR transcr act
O=C(CN1c2cccc3cccc(c23)S1(=O)=O)Nc1ccccc1,0.5
COc1ccc(NC(=O)c2sc3nc(N4CCOCC4)c4c(c3c2N)CC(C)(C)OC4)cc1,-0.3
CNC(=S)Nc1cc(Cl)ccc1Oc1ccccc1,1.8
CCOc1ccccc1NC(=O)COC(=O)Cc1ccc(-c2ccccc2)cc1,1.0
O=C(NOC(=O)c1ccccc1)c1ccccc1,4.0
Cc1c(NS(=O)(=O)c2ccc([N+](=O)[O-])cc2)c(=O)n(-c2ccccc2)n1C,0.0
Cc1ccc(C(C(=O)NC2CCCC2)N(Cc2ccco2)C(=O)CCC(=O)Nc2ccccn2)cc1 (stereo not given),-1.7
O=C(NC(=S)Nc1ccc(N2CCOCC2)c(Cl)c1)c1sc2ccccc2c1Cl,4.8
CCC(C)C(=O)Nc1ccccc1N1CCN(c2ccc(F)cc2)CC1 (stereo not given),1.3
O=C(NCc1ccco1)c1cccc(F)c1,2.2
Cc1ccc(-c2nc(N3CCOCC3)sc2C(=O)N2CCCCC2)cc1,0.0
O=C(OCC(=O)N1CCCc2ccccc21)c1cc(Cl)ccc1O,0.4
COc1cc(/C=N/NC(=S)Nc2cccc(C(=O)O)c2)cc(OC)c1OC,5.0
CCN1C(=O)[C@@H]2[C@@H](c3ccc(-c4ccc5c(c4)OCO5)cc3)N3CCCC[C@@]3(C(=O)OC)[C@@H]2C1=O,-2.2
Cc1c(O)cc2c(c1O)C(=O)CC(c1ccccc1)O2 (stereo not given),1.8
Cc1ccc2c(c1)/C(=C/c1ccccc1F)C(=O)N2,-1.0
C[C@@H](NC(=O)c1nc[nH]c1C(=O)NC1CCN(C(=O)OC(C)(C)C)CC1)c1ccccc1,-2.2
CCN(CC)S(=O)(=O)c1ccc(C(=O)N(c2ccccc2)C2C=CS(=O)(=O)C2)cc1 (stereo not given),5.8
COc1ccc2c(c1)C(C)=CC(C)(C)N2S(=O)(=O)c1ccc(NC(C)=O)cc1,-2.1
C/C(Cl)=C\CSc1nnc2n(N)c(=O)c3ccccc3n12,7.0
Cc1ccnc(NC(=O)c2cccc(NC(=O)COc3ccccc3)c2)c1,-0.2
CC(OC(=O)Cn1c(C(F)(F)F)nc2ccccc21)C(=O)N1CCCc2ccccc21 (stereo not given),3.9
CCOC(=O)C1=C(CSCC(=O)OC)NC(=O)NC1c1cc(C)ccc1C (stereo not given),-0.8
COc1ccc(C(C)=O)cc1CSCCC(=O)O,0.3
CCOC(=O)C1CCN(S(=O)(=O)c2cccc3nonc23)CC1,2.0

(cont.)
Molecule,TTR transcr act
Cn1cc([N+](=O)[O-])cc1-c1nc2ccccc2n1C,0.4
COc1cccc(-n2nc(C(=O)N3CC(C)CC(C)C3)c3ccccc3c2=O)c1 (stereo not given),0.2
Cc1ccc(C)c2[nH]c(=O)c(CCNC(=O)CCc3ccccc3)cc12,-0.5
Cc1nn(-c2ccc(Cl)cc2)c(=O)c2c(C)noc12,-0.2
Cn1cnnc1SC(C(=O)Nc1ccc(F)cc1)c1ccccc1 (stereo not given),1.8
COC(=O)[C@@]12C[C@@H](CC(=O)N3CCCCC3)C(=O)N(Cc3ccco3)C1=CCC(C)(C)C2,1.0
O=C(CN1C(=O)NC2(CCc3ccccc32)C1=O)NCc1ccc(F)cc1 (stereo not given),1.2
COc1ccc(/C(=N/OC(C)=O)c2nccc3cc(OC)c(OC)cc23)cc1OC,2.8
COc1ccc(/C(N)=N/OC(=O)c2ccc3c(c2)OCO3)cc1OC,-0.6
Cc1cccc(N2CCN(C(=O)CN(C)S(=O)(=O)c3ccc4c(c3)CCC(=O)N4)CC2)c1C,5.9
CCCN=C1N(C)C[C@@H]2[C@@H]3C(=O)N(C)C(=O)[C@@H]3[C@](CC)(C(=O)OC)N12,3.5
Cc1cc(OCCOCCN(C)C)ccc1Cl,1.2
O=C(COC(=O)/C=C/c1ccc(S(=O)(=O)N2CCOCC2)cc1)NCc1ccccc1,3.8
COc1cc(C(=O)NCCCN2CCCC2=O)cc(Br)c1OCc1ccccc1,-1.7
COc1ccc(/C(C)=N/Nc2ccc(F)cc2F)c(O)c1,-0.9
CCN(CC)S(=O)(=O)c1cc(NC(=O)NCCCl)ccc1C,0.4
CCOC(=O)/C(=C\C=C1/Sc2cc(OCC)c(OCC)cc2N1CC)C(C)=O,-2.3
CCn1c(CN2CCOCC2)nnc1SCC(=O)Nc1ccccc1Cl,0.6
CC1(C)OC(C)(C)/C(=C/Nc2ccc(O)cc2)C1=O,2.2
O=C(CSc1nnc2ccccn12)NCCc1ccc(Cl)cc1,1.0
O=C(Nc1nnc(C2CC2)o1)c1ccc(S(=O)(=O)N2CCCCC2)cc1,-0.4
O=C(CSc1nnnn1Cc1ccccc1)c1ccccc1,1.1
CC1CCN(C(=O)CN2C(=O)NC3(CCCCCC3)C2=O)CC1,-1.0
CC(C)(C)c1ccc(OCC(=O)N/N=C/c2cc(Br)ccc2OC(=O)c2ccco2)cc1,-3.5
CCOC(=O)Cc1ncccc1C(=O)Nc1ccc(Oc2ccccc2)cc1,3.5
O=S1(=O)C[C@H](N2CCC(Cc3ccccc3)CC2)[C@@H](COCc2ccccc2)N1,-0.5

A stretch of the results above, for reference:
Molecule,TTR transcr act
O=C(CSc1nnnn1Cc1ccccc1)c1ccccc1,1.1
CC1CCN(C(=O)CN2C(=O)NC3(CCCCCC3)C2=O)CC1,-1.0
CC(C)(C)c1ccc(OCC(=O)N/N=C/c2cc(Br)ccc2OC(=O)c2ccco2)cc1,-3.5
CCOC(=O)Cc1ncccc1C(=O)Nc1ccc(Oc2ccccc2)cc1,3.5
O=S1(=O)C[C@H](N2CCC(Cc3ccccc3)CC2)[C@@H](COCc2ccccc2)N1,-0.5

4 compounds from above, ordered by heavy-atom count, descending:
Molecule,TTR transcr act
O=C(Nc1nnc(C2CC2)o1)c1ccc(S(=O)(=O)N2CCCCC2)cc1,-0.4
CCCN=C1N(C)C[C@@H]2[C@@H]3C(=O)N(C)C(=O)[C@@H]3[C@](CC)(C(=O)OC)N12,3.5
O=C(CSc1nnc2ccccn12)NCCc1ccc(Cl)cc1,1.0
Cn1cc([N+](=O)[O-])cc1-c1nc2ccccc2n1C,0.4
